M1 PAM: potentiates human M1 receptor response to acetylcholine | CHO-K1 hM1, Fluo-8 calcium fluorescence, ACh EC20; 0% = ACh EC20, 100% = maximal ACh | actives 0.088% (n = 360,000) | AID 588819 | activation, % at 3 µM | P11229; in the data active means activation above about 19%, passing the limit was not always enough
CHRM5 PAM: CHRM5 positive allosteric modulation | P08912 | CHO-K1 hM5, Fluo-8 calcium, ACh EC20 PAM; 0% = ACh EC20, 100% = ACh EC100 | activation, % at 3 µM | actives 0.3% (n = 360,000);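 active means activation above the run cutoff, the mean activation of all test compounds plus 3 SD, cut at about 18% in these data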
Target sequence (P08912 whole entry, looked up): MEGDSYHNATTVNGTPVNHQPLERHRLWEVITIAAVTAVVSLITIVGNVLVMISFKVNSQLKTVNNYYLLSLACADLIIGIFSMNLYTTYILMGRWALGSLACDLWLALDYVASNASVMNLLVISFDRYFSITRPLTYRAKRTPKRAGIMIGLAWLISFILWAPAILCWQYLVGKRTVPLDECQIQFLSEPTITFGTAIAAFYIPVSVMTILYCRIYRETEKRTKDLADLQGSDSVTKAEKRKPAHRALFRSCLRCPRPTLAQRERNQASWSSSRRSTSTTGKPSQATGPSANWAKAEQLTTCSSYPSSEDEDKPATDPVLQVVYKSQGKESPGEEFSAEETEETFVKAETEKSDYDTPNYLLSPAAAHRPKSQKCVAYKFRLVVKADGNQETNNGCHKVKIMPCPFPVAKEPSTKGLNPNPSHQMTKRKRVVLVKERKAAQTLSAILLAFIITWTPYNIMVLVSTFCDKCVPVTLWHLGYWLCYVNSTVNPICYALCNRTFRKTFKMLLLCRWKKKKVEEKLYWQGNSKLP
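System: CHO-K1 cell line with stable human muscarinic M5 receptor expression | Also added: EC20 acetylcholine as agonist stimulus | Compound: One concentration, 3 µM final (nominal) | Timing: Fluo-8 loading 80 min at 37 °C plus 30 min room temperature | Measured by: Fluo-8 calcium dye fluorescence, kinetic read | Read-out basis: % activation, ACh-normalized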
CHRM4 agonist: CHRM4 agonism in calcium assay; P08173; CHO-K1 hM4/Gqi5, Fluo-8 calcium fluorescence; vehicle 0%, full acetylcholine response 100%; activation, % at 3 µM; actives 0.14% (n = 360,000); AID 624127;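 active means activation above the run mean over all test wells plus 3 SD, cut at about 32% in these data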;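 further: peak over basal fluorescence ratio per well then scaled between controls; 0% = DMSO wells and 100% = acetylcholine at EC100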
CHRM1 antagonist: blocks human M1 muscarinic receptor; actives 1.3% (n = 360,000); inhibition, % at 3 µM; CHO-K1 hM1, Fluo-8 calcium fluorescence, ACh EC80 antagonist;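 active means percent inhibition above its own plate's cutoff, namely the mean of that plate's compound wells plus 3 SD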;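 further: peak over basal fluorescence ratio during 140 s after agonist addition; 0% = ACh EC80 plus DMSO and 100% = DMSO alone without agonist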
CHRM5 antagonist: blocks acetylcholine activation of human M5 receptor | CHO-hM5 cells, Fluo-8 calcium fluorescence, ACh EC80 | inhibition, % at 3 µM | actives 0.59% (n = 360,000);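 active means inhibition above a per-plate cutoff, the mean of that plate's test compounds plus 3 SD, cut at about 27% in these data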;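 further: 0% = acetylcholine EC80 with DMSO and 100% = DMSO without agonist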
M1 ag: activates human CHRM1 receptor | P11229 | CHO-K1 hM1, Fluo-8 calcium fluorescence, agonist mode; 0% DMSO, 100% acetylcholine EC100 | activation, % at 3 µM | actives 0.33% (n = 360,000) | AID 588814;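 active means activation above the run's mean compound activation plus 3 SD, cut at about 16% in these data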;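 further: peak over basal fluorescence ratio within a 140 s kinetic read after compound addition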
TAAR1 agonist: human TAAR1 agonism; CHO RD-HGA16 TAAR1, Fluo-8 calcium fluorescence; vehicle wells 0%, saturating PEA agonist 100%; activation, % at 3 µM; actives 0.99% (n = 360,000); Q96RJ0;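 active means activation above the mean activation of all test compounds in the run plus 3 SD, cut at about 38% in these data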
Target sequence (Q96RJ0 whole entry, looked up): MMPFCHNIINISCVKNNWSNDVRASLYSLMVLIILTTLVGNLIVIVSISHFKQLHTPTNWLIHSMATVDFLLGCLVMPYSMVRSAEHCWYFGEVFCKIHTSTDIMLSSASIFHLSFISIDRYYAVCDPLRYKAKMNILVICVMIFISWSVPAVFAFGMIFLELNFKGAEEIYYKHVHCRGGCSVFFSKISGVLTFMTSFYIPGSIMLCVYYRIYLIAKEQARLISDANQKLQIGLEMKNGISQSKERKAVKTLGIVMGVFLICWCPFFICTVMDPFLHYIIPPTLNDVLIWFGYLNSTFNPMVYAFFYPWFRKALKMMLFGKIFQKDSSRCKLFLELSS
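Test system: RD-HGA16 (CHO) cells co-expressing Gα16 and hTAAR1 / Benchmarks: DMSO vehicle as 0%, PEA at EC100 as 100% / Repeats: no replicates (n 1) / Measure: % activation from peak over basal fluorescence ratio, DMSO-to-PEA scaled / Timing: 17-24 h plating, Fluo-8 75 min 37 °C, 30 min RT / Technique: kinetic Fluo-8 calcium fluorescence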
M5 ag: agonists of human muscarinic M5 receptor (CHRM5); P08912; CHO-K1 hM5 cells, Fluo-8 calcium fluorescence; 0% DMSO wells, 100% maximal acetylcholine response; activation, % at 3 µM; actives 0.19% (n = 360,000); AID 624037;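 active means activation above the run's mean over test compounds plus 3 SD, cut at about 23% in these data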;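 further: signal is peak over basal fluorescence ratio across the kinetic read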
CHRM4 antagonist: antagonists of human muscarinic M4 receptor (CHRM4); actives 0.73% (n = 360,000); P08173; inhibition, % at 3 µM; CHO-hM4 cells, ACh EC80, Fluo-8 calcium fluorescence;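 active means inhibition above its plate's cutoff, the mean inhibition of sample wells plus 3 SD, cut at about 27% in these data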;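 further: 0% = acetylcholine EC80 with DMSO and 100% = DMSO without agonist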
An asterisk follows results filed as active; . = no result given.

SMILES	M1 PAM	CHRM5 PAM	CHRM4 agonist	CHRM1 antagonist	CHRM5 antagonist	M1 ag	TAAR1 agonist	M5 ag	CHRM4 antagonist
CC(C)Oc1ccc(S(=O)(=O)N2CCOCC2)cc1NC(=O)CSC(=S)N1CCCC1	-3	3	-1	-5	1	-8	-1	-6	-1
Cc1ccc(-c2nnc(N3CCCCCC3)c3ccccc23)cc1	11	4	-2	-14	-6	-10	-2	-4	-23
Cc1cc(C)c(S(=O)(=O)Nc2ccc3c(c2)CCC3)c(C)c1	-6	-12	-2	4	0	-9	-2	-6	-10
CC1CN(c2ccc([N+](=O)[O-])nc2)CC(C)O1 (centres undefined)	7	-1	1	-8	9	-2	0	2	-8
O=C(O)C1=CCC(c2ccc(Cl)c(Cl)c2)N(S(=O)(=O)c2ccc(F)cc2)C1c1cccc(F)c1 (centres undefined)	.	-3	1	.	7	.	-1	-1	-16
Cc1nn(-c2ccccc2)c(C)c1NS(=O)(=O)c1ccccc1	4	-2	-1	-5	0	-5	2	1	-8
CCCCC[C@@H](O)c1cc2ccccc2c(=O)o1	11	-5	1	2	6	-7	10	-1	-2
CC(=O)N1CCc2c(sc3c2c(=O)n(-c2ccccc2)c(=O)n3Cc2ccccc2Cl)C1	6	-8	1	6	15	-9	4	0	3
COc1ccc(-c2ccc3oc(-c4ccsc4)cc(=O)c3c2)cn1	7	4	1	-6	5	0	12	5	-5
Cc1ccccc1NC(=S)NCc1ccccc1	13	5	1	-13	0	-13	2	-7	-10

Continued (two carried over from the part before).
SMILES	M1 PAM	CHRM5 PAM	CHRM4 agonist	CHRM1 antagonist	CHRM5 antagonist	M1 ag	TAAR1 agonist	M5 ag	CHRM4 antagonist
COc1ccc(-c2ccc3oc(-c4ccsc4)cc(=O)c3c2)cn1	7	4	1	-6	5	0	12	5	-5
Cc1ccccc1NC(=S)NCc1ccccc1	13	5	1	-13	0	-13	2	-7	-10
COCCN(CCOC)c1ncnc2c1cnn2-c1ccccc1	2	-2	0	-6	7	-4	0	2	15
Clc1cccc(-c2ccc(C3Nc4cccc5cccc(c45)N3)o2)c1	-2	2	0	4	1	-3	.	4	0
Cc1nn(CC(=O)Nc2ccc(C(=O)N(C)C)cc2)c(=O)c2ccccc12	4	-4	0	-6	0	-4	9	0	5
CCN1/C(=C/c2ccc3cc(C)ccc3[n+]2CC)Sc2cc(C)c(C)cc21	-18	-19	13	40*	41*	1	14	8	31*
Cc1ccc(S(=O)(=O)NN2C(=O)c3ccccc3NC2c2cccc(O)c2)cc1 (centres undefined)	8	1	2	1	2	-7	3	-4	1
CCCn1c(N)c(N2CCCCC2)c(=O)n(CC(=O)Nc2ccccc2)c1=O	-1	-6	1	12	6	1	7	2	0
Cc1cccc(Cl)c1NNC(=O)Nc1c([N+](=O)[O-])c(C)nn1C	9	-4	6	-14	9	-1	6	1	-9
O=C(NC1CCN(Cc2ccc(Cl)cc2Cl)CC1)c1ccccc1	-9	-3	11	9	11	-9	4	-1	9
CC1=C(C(=O)Nc2ccccc2Cl)C(c2ccc(N(C)C)cc2)NC(=O)N1 (centres undefined)	6	0	0	1	0	-1	8	4	11
CCC1(CC)NC(=O)N(CC(=O)OCn2nnc3ccccc3c2=O)C1=O	12	3	0	-7	-3	-1	2	4	0
CC1CCN(S(=O)(=O)c2ccc(NC(=O)Cn3nnc(-c4ccccc4)n3)cc2)CC1	1	-2	0	-1	11	-2	3	2	7
Cc1cc(CNC(=O)COc2ccc([N+](=O)[O-])cc2)c2ccccc2n1	6	-4	3	4	11	-3	4	3	-5
CC1CCc2nn(CC(=O)NCc3ccco3)cc2C1 (centres undefined)	13	2	3	-3	-1	1	1	0	-10
O=C(O)c1cccc(COCC(F)(F)C(F)F)c1	-1	0	1	5	3	-4	4	-3	13
COC(=O)c1sccc1N/N=C(\C)c1ccc(F)c(Cl)c1	-2	1	0	-5	3	0	1	0	0
Cc1sc(NC(=O)CN(Cc2ccc(F)cc2)C(=O)C(C)(C)C)c(C(N)=O)c1C	8	-4	1	-5	-1	-6	2	-4	1
Cc1ccc2c(c1)N(C(=O)c1ccco1)C(C)(C)c1ssc(=S)c1-2	-8	-11	-1	8	-3	-9	2	-3	-11
CCc1nc(SCC(=O)OC(C)C)c2ccccc2n1	-1	-2	2	3	-4	-7	-2	-2	4
Cc1ccc(C)c(NC(=O)C(C)N2C(=O)c3ccccc3C2=O)c1 (centres undefined)	10	-7	1	-15	15	-3	5	-5	11
[O-]/C(=C(\C(=S)Nc1ccc(SC(F)F)cc1)[n+]1ccccc1)c1cc(Cl)ccc1Cl	5	-2	0	-5	8	-9	3	-17	1
CN1C(=O)C(CC(=O)Nc2ccc(F)cc2)N(NC(=O)c2cccc(F)c2)C1=S (centres undefined)	-9	-3	1	50*	1	0	2	3	4
CC1(C)COC(c2cc([N+](=O)[O-])ccc2Cl)=N1	2	-4	0	-11	-6	-5	-2	-1	3
COC(=O)c1ccccc1NC(=O)c1ccccc1N(C)S(C)(=O)=O	10	0	0	-16	6	-1	3	-1	1
O=C(CCSc1ccc(F)cc1)NNC(=O)c1ccccc1Cl	4	-3	2	-9	5	1	15	4	-2
CC(=O)Nc1c(Cl)cc2c(c1Cl)Cc1cc(N)ccc1-2	-5	-21	16	10	10	1	1	3	-11
Cc1nonc1C(=O)N/N=C/c1ccc(O)c(O)c1	1	-2	1	2	2	-3	3	-2	3
O=C(CN1CCCCC1)Nc1cc(Cl)ccc1Cl	12	0	0	7	-1	3	31	-2	-6
CCN(CC)CCCn1c(=S)[nH]c2ncccc2c1=O	3	7	1	-1	-6	-7	13	-5	-4
O=C(N/N=C/c1coc2ccccc2c1=O)c1cc(O)cc(O)c1	10	-4	-1	-4	8	-6	4	0	4
CCCCNC(c1ccccc1)c1ccncc1 (centres undefined)	7	2	0	-7	-2	-6	1	-2	3
O=C(N[C@@H](Cc1ccccc1)C(=O)N1CCN(S(=O)(=O)c2ccc(F)cc2)CC1)c1ccco1	1	-2	3	-2	1	-2	2	-1	9
O=C(CN1CCc2ccccc2C1)Nc1ccccc1F	3	-1	-1	-10	7	-4	5	-1	-6
CCCn1ncc(CN2CCC(n3nccc3NC(=O)CCc3ccccc3)CC2)c1C	0	-1	0	3	2	-5	1	-4	-13
CC(C)(CO)NC(=O)c1ccc2c(c1)C(=O)c1ccccc1-2	-3	-7	2	-3	6	-3	6	3	5
CC1(C)Cc2ccccc2C(=NC(Cc2ccccc2)C(=O)O)N1 (centres undefined)	14	10	1	-8	-8	3	5	6	-15
O=C(c1ccc(Cl)c(S(=O)(=O)N2CCOCC2)c1)N1CCCCCC1	16	3	2	-12	7	-4	5	-1	-1
Cc1ccc(NC(=O)C(=O)NCCOc2ccc(Cl)cc2)c(C)c1	4	3	0	2	4	-3	10	-1	4
COc1ccc(C(=O)N2CCN(Cc3ccccc3C)CC2)cc1OC	1	4	1	-17	4	-3	4	1	-4
O=C(COc1ccccc1[N+](=O)[O-])Nc1cccc(S(=O)(=O)N2CCCC2)c1	-8	-16	12	8	3	1	14	0	0
O=c1c2c([nH]c3ccccc13)CCCCCC2	1	-2	1	-2	11	-7	5	0	6
COc1cccc(-c2cccc(-c3nc(C(=O)NCc4ccc(Oc5ccccc5)cc4)cc4c3[C@H](CCO)N(S(=O)C(C)(C)C)C4)c2)c1 (some centres undefined)	14	-1	4	-18	-3	6	.	4	-1
C/C(CC(=O)c1ccccc1)=N\NC(=O)CC#N	1	1	3	4	6	-3	0	3	2
O=C(O)COc1ccc(S(=O)(=O)NCCc2ccccc2)cc1	13	-2	2	-16	0	0	1	4	-7
CCOC(=O)C1=C(C)NC(=S)NC1/C=C/c1ccccc1 (centres undefined)	7	-8	1	-5	7	-8	-2	-2	1
CCN(CC(=O)Nc1ccc(NC(C)=O)cc1)C(=O)/C=C/c1ccccc1	-3	-1	1	12	3	-3	1	-1	4
Cc1ccc2nc(-c3sc4nc(C)ccc4c3N)[nH]c2c1	11	4	1	-7	-2	-4	-1	-1	5
O=C(CSc1nnnn1-c1cccc2ccccc12)Nc1ccc(C(=O)O)cc1	12	0	0	-11	9	1	6	1	3
COC(=O)CC(=O)N1CCN(c2ccc(Cl)c(Cl)c2)CC1	-9	-14	12	-1	-3	-5	5	2	-5
COC(=O)c1ccc(C2C(C(C)=O)=C(O)C(=O)N2CCO)cc1 (centres undefined)	5	3	2	-18	1	-3	5	-2	-2
CC(C)C[C@@H](C(=O)NCC1CCCO1)N1C(=O)N2CCc3c([nH]c4ccccc34)[C@@]2(C)C1=O (some centres undefined)	-4	-8	7	-5	4	-2	15	0	-18

3 structures out of the list, arranged by number of heavy atoms, low to high:
SMILES	M1 PAM	CHRM5 PAM	CHRM4 agonist	CHRM1 antagonist	CHRM5 antagonist	M1 ag	TAAR1 agonist	M5 ag	CHRM4 antagonist
C/C(CC(=O)c1ccccc1)=N\NC(=O)CC#N	1	1	3	4	6	-3	0	3	2
CCOC(=O)C1=C(C)NC(=S)NC1/C=C/c1ccccc1 (centres undefined)	7	-8	1	-5	7	-8	-2	-2	1
O=C(O)COc1ccc(S(=O)(=O)NCCc2ccccc2)cc1	13	-2	2	-16	0	0	1	4	-7

The list goes on.
SMILES	M1 PAM	CHRM5 PAM	CHRM4 agonist	CHRM1 antagonist	CHRM5 antagonist	M1 ag	TAAR1 agonist	M5 ag	CHRM4 antagonist
CC(=O)c1ccc(NC(=S)N2CCN(c3cccc(Cl)c3)CC2)cc1	-7	-6	8	8	10	-7	5	-2	-6
Cc1cc(-c2nnc(SCc3cccnc3)o2)no1	6	10	2	-3	-15	-6	4	0	5
O=C1NC[C@H](CCCCN2C[C@H](Cc3ccccc3)N(Cc3ccccc3)C(=O)C2=O)N(CCc2ccc(O)cc2)C1=O	.	10	0	.	-19	.	0	-1	-11
COc1ccccc1N1CCN(C(=O)CSc2nc(C)cc(=O)[nH]2)CC1	3	0	1	2	-4	-3	4	-2	-3
CCCCN(CCCC)c1ncnc2nc[nH]c12	-3	-2	-1	-2	2	-10	8	-4	13
COCCN1CC(=O)N2C(c3cccc(C)c3)c3[nH]c4ccccc4c3C[C@H]2C1=O (some centres undefined)	11	-1	7	-12	12	0	30	6	5
COc1ccc(C(=O)N/N=C\c2coc3ccccc3c2=O)cc1	6	-4	0	-11	1	-2	11	4	-4
CC(=O)Nc1cccc(NC(=O)CSc2ccc(-c3ccco3)nn2)c1	-7	-5	3	20	10	-2	1	-3	6
CC(C)CCn1c(=O)c2ccccc2n2c(CN3C(=O)NC4(CCC(C)CC4)C3=O)nnc12 (centres undefined)	1	-2	1	-2	4	-6	6	-5	-3
Cc1noc(C)c1S(=O)(=O)Nc1ccc(C(=O)N2CCN(c3ccc(Cl)cc3)CC2)cc1	-13	-22	16	18*	23	6	9	4	14
O=C(NCC1CCCO1)C1CCN(S(=O)(=O)c2cccc3nonc23)CC1 (centres undefined)	10	6	2	-16	-8	-4	6	-4	-5

An excerpt; rates above refer to the full screens.
